mcGAS RapidFire – inhibitors of Mus musculus cyclic GMP-AMP synthase, initial high-throughput assay, cell-free, RapidFire MS. recombinant mouse cGAS, cGAMP by RapidFire MS. 0.18% of 130,000 active. Q8C6L5. inhibition, % at 12.5 µM. AID 1259397, 2018;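 active = inhibition of cGAS enzyme activity at or above 60%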;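 also: enzyme stimulated by 45 bp dsDNA with ATP and GTP substrates; cGAMP share of summed cGAMP plus half ATP and half GTP signals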
Target sequence (Q8C6L5 whole entry, looked up): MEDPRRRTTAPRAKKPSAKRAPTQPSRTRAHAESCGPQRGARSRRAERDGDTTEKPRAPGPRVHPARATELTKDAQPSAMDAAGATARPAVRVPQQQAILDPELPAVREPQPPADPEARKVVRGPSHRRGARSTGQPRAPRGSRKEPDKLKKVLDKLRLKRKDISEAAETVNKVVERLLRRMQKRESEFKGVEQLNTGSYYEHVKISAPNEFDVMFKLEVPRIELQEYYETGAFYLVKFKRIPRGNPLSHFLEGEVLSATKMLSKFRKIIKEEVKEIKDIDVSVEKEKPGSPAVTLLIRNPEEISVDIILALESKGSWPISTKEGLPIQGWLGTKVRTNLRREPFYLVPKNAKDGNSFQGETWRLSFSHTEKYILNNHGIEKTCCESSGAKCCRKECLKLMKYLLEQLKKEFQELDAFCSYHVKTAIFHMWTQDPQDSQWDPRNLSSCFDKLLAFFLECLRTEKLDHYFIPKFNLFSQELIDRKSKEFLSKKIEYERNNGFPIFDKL
* marks the source's active call; other numbers are inactive results; & = joins results of further samples. An excerpt; the hit share may differ from the screen's.

SMILES | mcGAS RapidFire
CN(CCCN1CCOCC1)C(=O)c1cc(COc2cncc(Cl)c2)on1 | -3
CC(Sc1nc2c3ccccc3ncn2n1)C(=O)NC(C)(C)C (centres undefined) | 8
O=C(CC1C(=O)NCCN1Cc1cccc(F)c1F)NCCn1ccc2ccccc21 (centres undefined) | -11
O=C(NCc1ccc(Cl)cc1)NNC(=O)c1cccn(Cc2cccc(F)c2)c1=O | 0
CC(C)(C)C(=O)OCOC(=O)[C@@H]1N2C(=O)[C@@H](N=CN3CCCCCC3)[C@H]2SC1(C)C | -9
CN(C)CC1(O)CCN(C(=O)CCc2c[nH]c3ccccc23)C1 (centres undefined) | -16
CC(=O)c1c(C)oc2ccc(N(C(=O)c3ccncc3)S(=O)(=O)c3cc(C)c(C)cc3C)cc12 | -5
Cc1n[nH]c(C)c1CNC(=O)C1(N(C)Cc2ccccc2)Cc2ccccc2C1 | -8
O=C(NCc1ccc(F)cc1)c1nnc(Cn2ccnc2)s1 | 8
CC1CCc2c(sc(NC(=O)COc3cccc4ccccc34)c2C#N)C1 (centres undefined) | -3
O=C(Nc1ccc(OC(F)F)cc1)c1sccc1S(=O)(=O)N1CCOCC1 | -2
COCCNC(=O)CN(C)Cc1coc(-c2ccccc2)n1 | -2
O=c1c2cc3c(=O)n(-c4ccccn4)ccc3nc2ccn1CCO | -11
CCCOCc1ccccc1CNC(=O)N1CC2C3CCC(O3)C2C1 (centres undefined) | -37
N#CC1(NC(=O)COc2ccc(Cl)cc2Cl)CCCC1 | -7
CCN(C(=O)CNc1ccc(C#N)cc1)c1ccccc1 | -9
CC(C)c1noc(-c2ccc(N(C)C3CCOCC3)nc2)n1 | 3
COC(=O)c1c(C)[nH]c(C(=O)OCC(=O)N(C)C)c1C | 1
N#Cc1ccc(C=CC(=O)c2ccc3c(c2)OCCO3)cc1 | 1
CCC(C)Nc1nc(C)nc2sc(C)cc12 (centres undefined) | -6
CC1(C(=O)NS(=O)(=O)c2cccc(OC(F)F)c2)CCN1C(=O)Cc1ccsc1 (centres undefined) | 1
CC(=O)Nc1cccc(-n2nnnc2SC2CCCc3ccccc32)c1 (centres undefined) | -28
O=C(Cc1csc(-c2cccs2)n1)Nc1ccc(NS(=O)(=O)c2ccc(F)cc2)cc1 | -7
CC(C)C1=NOC(c2nc(C3CC3)nn2-c2ccc3c(c2)OCCO3)C1 (centres undefined) | -4
CC(C)c1nccc(C(=O)NCc2cccnc2N2CCN(C)CC2)n1 | -38

Some of these compounds in order of their number in mcGAS RapidFire, largest number first.
molecule | mcGAS RapidFire
O=C(NCc1ccc(F)cc1)c1nnc(Cn2ccnc2)s1 | 8
CC(C)c1noc(-c2ccc(N(C)C3CCOCC3)nc2)n1 | 3
CC(=O)Nc1cccc(-n2nnnc2SC2CCCc3ccccc32)c1 (centres undefined) | -28

The results go on:
SMILES | mcGAS RapidFire
Cc1nc2ccc(Cl)cn2c(=O)c1NC(=O)c1c(F)cccc1F | 4
OC[C@H]1CCN(Cc2c(Cl)cncc2Cl)C[C@@H]1O | -17
C/C(=N\NC(=O)c1cc(-c2cccc([N+](=O)[O-])c2)n[nH]1)c1ccncc1 | -5
COc1ccc(N2CC(CNS(=O)(=O)c3ccc(C)cc3C)OC2=O)cc1 (centres undefined) | -12
CCN(C(=O)CN1C(=O)NC2(CCC(C)CC2)C1=O)C1CCCCC1 (centres undefined) | -7
CCCCCNC1=NCC(c2ccccc2)S1 (centres undefined) | -5
Cc1cc(C)n(Cc2ccc(NS(=O)(=O)NCc3ccccc3)cc2)n1 | -41
CNc1cncc(-c2cccc(F)c2)n1 | 6
Cc1ccnc(CC(C)N(C)C(=O)CCc2ccc(F)c(F)c2)c1 (centres undefined) | -15
O=C(COC(=O)Cc1ccc(F)cc1)Nc1cc(Cl)cc(Cl)c1 | -6
O=C(Nc1cccc(NC(=O)C2CC2)c1)NC1CCN(CC2CC2)C1 (centres undefined) | -25
CC(C)n1cc(C2c3[nH]c4ccccc4c3CCN2Cc2cccn2-c2ncccn2)cn1 (centres undefined) | -6
Cc1ccc(N2CCCC2=O)c(C(=O)Nc2cc(F)ccc2C)c1 | -10
CCOc1nc(Cl)c(C=O)n1-c1ccccc1 | -4
COc1cc(OC)cc(N2CCC(Nc3nc(C)ns3)C2)c1 (centres undefined) | -3
Cc1cc(Cl)ccc1OC(C)c1nnc(SCc2ccc3ccccc3n2)o1 (centres undefined) | 8
CCc1cn[nH]c1C1CCN(C(=O)c2nnc3nc(C)ccn23)CC1 | -35
O=C(NCC1(O)CCCNCC1)C1(c2ccc(Cl)cc2)CCCCC1 (centres undefined) | -11
O=C1OC(N2CCCC2)c2ccccc21 (centres undefined) | 3
Cc1ccc(C)c(Cn2c(CN3CCc4ccccc4C3)nc3c2c(=O)n(C)c(=O)n3C)c1 | -2
Cc1ccc(CNC(=O)c2n[nH]c(C(C)C)c2Br)n1C | -26
CN(C)c1ccc(CNC(=O)Cc2csc(NC(=O)c3ccco3)n2)cc1 | 3
CCC(=O)Nc1cc(C)c2c(=O)oc3ccccc3c2n1 | -9
COc1ccc(C)cc1NC(C(=O)N(C)C)c1ccccc1 (centres undefined) | -9
O=S(=O)(c1ccc(F)cc1)N1CCN(Cc2ccccn2)CC1 | -4

Next section; it opens with the seven that closed the last part.
SMILES | mcGAS RapidFire
O=C1OC(N2CCCC2)c2ccccc21 (centres undefined) | 3
Cc1ccc(C)c(Cn2c(CN3CCc4ccccc4C3)nc3c2c(=O)n(C)c(=O)n3C)c1 | -2
Cc1ccc(CNC(=O)c2n[nH]c(C(C)C)c2Br)n1C | -26
CN(C)c1ccc(CNC(=O)Cc2csc(NC(=O)c3ccco3)n2)cc1 | 3
CCC(=O)Nc1cc(C)c2c(=O)oc3ccccc3c2n1 | -9
COc1ccc(C)cc1NC(C(=O)N(C)C)c1ccccc1 (centres undefined) | -9
O=S(=O)(c1ccc(F)cc1)N1CCN(Cc2ccccn2)CC1 | -4
Cn1c(NC(=O)c2cccs2)c(-c2cccs2)c(=O)c2ccccc21 | 1
CCC(CC)n1c(=O)n(CC(=O)N(C)C)c2cc(C(=O)O)cnc21 | -26
O=C(NCc1noc(C2CCCC2)n1)c1cc(C2CC2)[nH]n1 | -22
CCOc1c(Cl)cc(C(=O)NC2=NCCS2)cc1OC | -14
CC(C)C(C)NC(=O)CNC(=O)C1CC1C (centres undefined) | 2
C=C(C)CN(CC)Cn1nnn(-c2ccccc2)c1=S | -24
CC(Cc1ccccn1)N(C)C(=O)Cc1cn(C)c2ccccc12 (centres undefined) | -11
COc1ccc(S(=O)(=O)N2CCN(c3ccc(C)c(Cl)c3)CC2)cc1 | 8
CCO[C@H]1COC[C@@H]1NC1CCC2(CCNCC2)CC1 | -26
CCOCCCC(=O)N(C)C1CCN(c2ccc(Cl)cc2)CC1 | -21
CN1CCCC(NC(=O)CCCc2ccc3c(c2)-c2ccccc2C3)C1 (centres undefined) | -47
CNC(=O)c1cccc(Oc2nc(C3CC3)nc3sc4c(c23)CCCC4)c1 | -19
Cc1ccc2nc(C)cc(C(=O)NCc3cccnc3N3CCOCC3)c2c1 | -54
O=C(CSc1nnc(NC2CC2)s1)N1CCCC1 | -3
CS(=O)(=O)Nc1ccc(F)cc1C(=O)Nc1cccc(C2SCCS2)c1 | -5
Cc1ccc(C(F)(F)C(F)(F)c2ccccc2C#N)cc1 | -2
Cc1cc2oc(NC(=O)c3ccc(=O)n(C)c3)nc2c(C)c1Cl | 1
COC(=O)C1CCN(C(c2ccc(Cl)cc2)C2Sc3nc(C)nn3C2=O)CC1 (centres undefined) | -4
CC(C)c1ccc(C=NCCCO)cc1 | -42
Cc1noc2nc(-c3ccco3)cc(C(=O)Nc3ccc(NC(=O)c4ccco4)cc3)c12 | -3
CC1=C(c2ccccc2)CS1(=O)=O | -3
Cc1nc(CCNC(=O)C2CCC(=O)N(Cc3ccc(Cl)cc3)C2)sc1C (centres undefined) | -2
CC/C=C(/C)C(=O)NC(C)C(=O)NC1CCCC1 (centres undefined) | -19
COc1ccc(CNC23CC4CC(CC(C4)C2)C3)c(OC)c1C | 1
COc1cc(Br)c(CSc2n[nH]c(=O)n2C2CC2)cc1OC | -8
SMILES | mcGAS RapidFire
Cc1ccccc1Cn1c(CCNC(=O)C(C)C)nc2ccccc21 | -3
COc1ccccc1CNC(=O)CN(C)Cc1ncc(C)[nH]1 | -4
CC(C)(C)c1cnc(CS(=O)(=O)c2ccc3ccccc3n2)o1 | -12
CC(NC(=O)c1c[nH]cc1-c1ccc(Cl)s1)c1ccc(S(C)(=O)=O)cc1 (centres undefined) | 2
O=C(NCCSc1ccccc1)c1ccc(-n2cncn2)cc1 | 1
COc1ccccc1C(C)NC(=O)Cn1nc(C)cc1C (centres undefined) | 8
CCc1nnc(NC(=O)CCc2c(C)nc3cc(C)nn3c2C)s1 | -17
CCc1[nH]nc(C(=O)N2CCCC(Nc3ccc(C(C)C)cc3)C2)c1C (centres undefined) | -2
CC(C)C(NC(=O)C1CCCCC1)C(=O)N1CCN(c2ccccc2)CC1 (centres undefined) | -8
CN(C)C(=S)Nc1ccc(Cl)cc1Cl | -5
CCCCCn1c(=O)c2c(nc3n2CCN3c2ccc(Br)cc2)n(C)c1=O | -13
Cc1cccc(NS(=O)(=O)c2c(C)nn(C)c2Cl)c1C(=O)O | -14
COC(=O)C(c1ccc(Br)cc1)N(C)C(=O)C1CCC1 (centres undefined) | -13
COc1ccccc1-c1noc(CSc2nnc(-c3ccc4c(c3)OCO4)o2)n1 | 1
COCc1cc(CNC(=O)CC2CCc3ccccc32)[nH]n1 (centres undefined) | -12
COc1ccc(C(N)=S)cc1OC | -7
Cn1c(=O)n(Cc2ccccc2)c(=O)c2c1nc1n2CCN1c1cccc(Cl)c1 | -15
COc1cc(/C=N\n2cnnc2)c(Br)cc1OCc1ccc(Cl)cc1 | -13
O=C1CCc2cc(C(=O)OCc3cccc4cccnc34)ccc2N1 | 11
COc1ccccc1OCCn1c(C2CCCO2)nc2ccccc21 (centres undefined) | -9
CCN(CCn1cccn1)C(=O)c1cc(COc2ccc(F)cc2Cl)on1 | -8
Cc1ccc(S(=O)(=O)n2cc(C(C#N)N3CCOCC3)c3ccccc32)cc1 (centres undefined) | -5
Cc1ccc(Nc2cc(C)nc(N3CCN(C(=O)c4ccccc4)CC3)n2)cc1 | -6
Cc1ccccc1Cn1cnc2c(nnn2Cc2ccc(Cl)cc2)c1=O | 5
Cc1noc(C)c1S(=O)(=O)N1CCCC1c1ccccn1 (centres undefined) | -13
SMILES | mcGAS RapidFire
c1ccc2[nH]c(NN=C3CCCC3)nc2c1 | -2
Cc1ccc(-c2[nH]ncc2CN(Cc2c(C)nn(C)c2C)C2CC2)cc1C | -11&-5
CCN(CC)C(=O)c1coc(CN2C(=O)COc3ccc(C(=O)COc4ccc(C)c(C)c4)cc32)n1 | -8
Cc1nc(-n2ccc3nc4ccn(Cc5ccccc5)c(=O)c4cc3c2=O)n[nH]1 | -3
O=C(Cn1nnnc1CN1CCCCCC1)NC1CCc2ccccc21 (centres undefined) | -3
Cc1ccc([N+](=O)[O-])cc1S(=O)(=O)NCc1ccc2c(c1)OCO2 | -11
CCNC(=O)CNC(=O)COc1ccc(F)cc1Br | -4
Cc1ccccc1-c1nc2oc3ccccc3c(=O)c2c(=O)n1-c1ccccc1 | -11
O=C(C1CCCC1)N(CCN1CCCCC1)CC1CCCN(C2CCCC2)C1 (centres undefined) | -11
COc1ccc(CC2=NOC(CNC(=O)CSc3ccccn3)C2)cc1 (centres undefined) | -10
Cc1cc2c(SCC(=O)Nc3cccc(F)c3)ncnc2s1 | 0
O=C(NC1CCOCC1)C1CCCN(C2CCN(Cc3ccccc3)CC2)C1 (centres undefined) | -14
CCN1CCC(N(C)C(=O)Nc2ccccc2F)C1 (centres undefined) | 3
COc1ccccc1C(C)N(C)C(=O)/C=C/c1ccccc1F (centres undefined) | -9
Cc1c(-c2ccc(Cl)cc2)c(=O)oc2ccc(O)cc12 | -5
CCC(C)Nc1nnc(SC2CCCCNC2=O)s1 (centres undefined) | 0
COC(=O)c1c(C)nsc1NC(=O)N1CCCC(CNC(N)=O)C1 (centres undefined) | 0
CC(C)(C)NC(=O)CSc1nc2ccccc2c(=O)n1CCCO | 0
O=C(COc1ccccc1-c1ccccc1)NCC1(N2CCOCC2)CCCCC1 | -5
Cc1cccc(NC(=O)NCc2ccc3c(c2)cc(C)n3C)c1 | 5
CCOc1ccccc1NC(=O)CC(=O)N(C)Cc1snnc1C | -20
NS(=O)(=O)c1ccc(NC(=O)CCCn2nc(-c3cccnc3)ccc2=O)cc1 | -7
CCn1c(C2CCN(CCC3=C(C)CCCC3(C)C)CC2)nn(C)c1=O | -10
CN1C(=S)N2CCCN2C1c1ccccc1 (centres undefined) | 0
Cc1cc(C)nc(SCCn2c(Br)nc3c2c(=O)n(C)c(=O)n3C)n1 | -6

Taken from above:
`COc1ccccc1C(C)N(C)C(=O)/C=C/c1ccccc1F` (centres undefined) in mcGAS RapidFire: -9
`Cc1ccc(S(=O)(=O)n2cc(C(C#N)N3CCOCC3)c3ccccc32)cc1` (centres undefined) in mcGAS RapidFire: -5
`CC(C)c1ccc(C=NCCCO)cc1` in mcGAS RapidFire: -42

Other structures
SMILES | mcGAS RapidFire
O=C1c2ccccc2C(=O)N1CC(O)COc1ccc(F)cc1 (centres undefined) | -6
O=C(NCc1ccccn1)C1=COCCO1 | -1
C=CCN(CC=C)C(=O)CN1[C@@H]2CC[C@H]1CC(O)C2 (some centres undefined) | -23
NC(=O)N1CCCC1COC(=O)C1CC1c1c(F)cccc1Cl (centres undefined) | -10
Cc1ccc(-c2ccc(C(=O)NCCCc3ccccn3)cn2)c(-n2cccn2)c1 | -12
CSc1nn(CN2CCN(c3ccccn3)CC2)c(=S)s1 | -14
CCCCCn1c(SCC(N)=O)nc2c1c(=O)[nH]c(=O)n2C | -5
O=C1C(C2(O)C(=O)Nc3ccccc32)CCCC1C1(O)C(=O)Nc2ccccc21 (centres undefined) | -8
CCCCN1C(=O)C(=Nc2cccc3cnccc23)c2ccccc21 | -20
CC1C(=O)Nc2cc(C(=O)N(C)Cc3ccccc3Cl)ccc2N1C (centres undefined) | -13

High-throughput results from PubChem.
